High-throughput results from PubChem.
Vif inh: HIV Vif inhibition; HEK293T cells, Vif self-association by quenched fluorescence, imaging, 24 h; inhibition, % at 7.49 µM; 340,000 tested, 0.35% active; in the data active = inhibition above about 50%, passing the limit was not always enough; note: some results filed as inactive read as strong as hits
ABHD5 PLIN5 PPI: inhibitors of human ABHD5-perilipin-5 interaction. Q00G26+Q8WTS1. Split G. princeps luciferase complementation, luminescence, 4 h. inhibition, % at 4 µM. 360,000 tested, 0.78% active;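 active = inhibition above the mean inhibition across every tested compound plus 3 SD, cut at about 22% in these data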;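 note: 0% = DMSO only wells and the 100% control is not disclosed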
MC4R ag barr: activates human MC4R beta-arrestin recruitment. P32245. U2OS MC4R beta-arrestin complementation, luminescence; percent of melanotan II response, DMSO zero. activation, % at 8.9 µM. 360,000 tested, 0.98% active. AID 540308;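 active = activation above a per-plate cutoff, the mean activation of sample wells on that plate plus 3 SD, cut at about 8% in these data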
NOD2 RIPK2 PPI: inhibitors of human NOD2-RIPK2 interaction; CHO BLA complementation NOD2-RIPK2, CCF4 ratio; inhibition, % at 4.98 µM; 360,000 tested, 0.38% active; AID 624267; in the data active = inhibition above about 21%;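 note: 0% = vehicle only and 100% = reference blocker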
ABCB6 inh 2: human ABCB6 transporter inhibition; Q9NP58; K562-ABCB6 porphyrin accumulation, flow cytometry, 1 h; stronger effect = lower value; fluorescence ratio to DMSO, % at 10 µM; 360,000 tested, 0.19% active; AID 602162;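 active = fluorescence ratio to DMSO below 75%, the collection mean minus 3 SD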;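 note: signal is porphyrin accumulated inside mitochondria; 100% equals median channel fluorescence of DMSO control wells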
Target sequence (Q9NP58 whole entry, looked up): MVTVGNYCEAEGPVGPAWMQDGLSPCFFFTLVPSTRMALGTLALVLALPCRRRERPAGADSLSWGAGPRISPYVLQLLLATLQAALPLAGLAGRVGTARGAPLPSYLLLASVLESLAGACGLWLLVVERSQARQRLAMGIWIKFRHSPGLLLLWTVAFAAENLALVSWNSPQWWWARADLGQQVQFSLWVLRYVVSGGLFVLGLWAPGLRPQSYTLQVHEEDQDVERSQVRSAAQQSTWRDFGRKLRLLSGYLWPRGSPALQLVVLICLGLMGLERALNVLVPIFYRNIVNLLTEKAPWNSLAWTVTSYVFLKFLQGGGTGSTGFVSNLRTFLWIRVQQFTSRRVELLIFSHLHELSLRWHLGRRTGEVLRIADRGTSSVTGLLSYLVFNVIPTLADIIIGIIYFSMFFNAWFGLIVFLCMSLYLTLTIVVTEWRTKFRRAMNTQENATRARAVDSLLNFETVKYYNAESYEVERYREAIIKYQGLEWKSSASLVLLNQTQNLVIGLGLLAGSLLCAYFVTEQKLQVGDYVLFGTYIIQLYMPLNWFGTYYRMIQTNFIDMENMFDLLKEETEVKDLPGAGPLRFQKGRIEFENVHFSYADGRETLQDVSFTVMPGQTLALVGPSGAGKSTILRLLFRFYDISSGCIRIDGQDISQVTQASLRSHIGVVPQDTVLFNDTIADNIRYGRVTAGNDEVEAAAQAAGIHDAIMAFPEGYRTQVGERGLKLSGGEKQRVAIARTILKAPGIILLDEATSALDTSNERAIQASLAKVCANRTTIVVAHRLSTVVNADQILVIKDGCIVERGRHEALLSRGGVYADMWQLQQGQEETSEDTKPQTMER
aDG glyco act: alpha-DG glycosylation activation; Pro5-aDG cells, alpha-DG glycosylation AlphaScreen (IIH6); 0% Pro5, 100% B10-LARGE cell signal; activation, % at 10 µM; 360,000 tested, 0.22% active;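 active = activation of at least 8% versus controls, or a plate z-score of at least 8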;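 note: Pro5 are CHO cells carrying HIG-tagged alpha-DG that lacks glycosylation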
MC4R antagonist: blocks human MC4R cAMP signaling; P32245; MC4R-expressing cells, MTII-stimulated cAMP, LANCE TR-FRET; inhibition, % at 6.5 µM; 360,000 tested, 0.48% active;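 active = inhibition above its plate's cutoff, the mean of tested wells on that plate plus 3 SD, cut at about 29% in these data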;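 note: 0% = Melanotan II alone and 100% = Melanotan II plus saturating MCL0020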
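system = U2OS cells with stable human MC4R expression | also added = Melanotan II challenge after compound preincubation | dosing = one concentration, 6.5 µM nominal | incubation = compound 30 min, challenge 1 h, detection 1 h | measured by = TR-FRET with Eu-cAMP and labeled anti-cAMP, 671 nm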
TLR9-MyD88 block: blocks human TLR9 binding to MyD88; Q9NR96+Q99836; AID 504734; 340,000 tested, 0.21% active; inhibition, % at 4.98 µM; CHO BLA complementation TLR9-MyD88, CCF4 FRET ratio;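 active = inhibition above the mean over all tested compounds plus 3 SD, cut at about 21% in these data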;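 note: 0% = DMSO only wells and 100% = clavulanate BLA inhibitor control wells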
Exocytosis inh: blocks lytic granule exocytosis; TALL-104 LAMP-1 surface exposure, flow cytometry; cells stimulated with thapsigargin and PMA; AID 651702; 360,000 tested, 0.66% active; inhibition, % at 10 µM;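 active = inhibition above about 55%, limit read from the data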
N-glyco inh: N-linked glycosylation inhibition; AID 588692; D54 ERlucT glycosylation luciferase reporter, 24 h; percent of 100 nM tunicamycin response; 360,000 tested, 0.23% active; reporter increase, % at 12.5 µM;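 active = mean luciferase reporter signal, scaled so untreated is 0 and the glycosylation-blocking control 100, at or above a set limit in every replicate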;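 note: luciferase carries N-glycosylation sites so blocking glycosylation raises the light; 0% = median of neutral control wells and 100% = median of 100 nM tunicamycin wells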
Numbers without * were called inactive; / = no result given. Only part of the results is shown (hit frequency here may not be typical).

SMILES	Vif inh	ABHD5 PLIN5 PPI	MC4R ag barr	NOD2 RIPK2 PPI	ABCB6 inh 2	aDG glyco act	MC4R antagonist	TLR9-MyD88 block	Exocytosis inh	N-glyco inh
COc1cc(F)ccc1-c1cc(C(=O)Nc2ccc(C)c(NS(C)(=O)=O)c2)[nH]n1	-8	4	0.9	-1	90	-0.3	18	/	-8	1
CC(Oc1ccc2c3c(c(=O)oc2c1)CCCC3)C(=O)NC1CC(C)(C)NC(C)(C)C1 (configuration not stated)	0	-4	-2.0	-16	95	-0.2	0	6	-4	-1
Nc1c(C(O)(C(F)(F)F)C(F)(F)F)ccc2ccccc12	-5	-11	4.6	4	100	-0.1	-8	6	-5	0
Cc1ccc(/C=N/NC(=O)c2nnn(-c3nonc3N)c2CN(C)c2ccccc2)s1	7	-7	-1.4	-1	96	-0.1	0	-11	12	1
O=C(NCC1COc2ccccc2O1)c1ccc(Cl)cc1 (configuration not stated)	-11	-2	-2.0	-5	90	0.2	4	0	-2	-5
CC1CC(c2ccccc2)n2nc(NC(=O)CCc3ccccc3)nc2N1 (configuration not stated)	-3	0	3.5	-6	84	-0.2	-15	4	-5	3
COc1ccc(CN2C(=O)c3oc4ccccc4c(=O)c3C2c2ccc(O)c(OC)c2)cc1 (configuration not stated)	-13	4	-1.5	14	96	0.1	-25	1	-1	0
Cn1cnnc1SCCn1c(N2CCCCC2)nc2c1c(=O)[nH]c(=O)n2C	1	1	0.7	1	100	0.0	16	-5	1	2
O=[N+]([O-])c1ccc(COc2ccc(CNc3ccccc3)cc2)cc1	/	-7	1.9	-9	95	0.2	10	6	-4	-1
O=C(c1cnn2c(C(F)F)cc(C3CC3)nc12)N1CCc2ccccc2C1	-7	7	2.5	-19	81	0.4	-8	-5	3	1
Cc1ccc2ccc3cccc4ccc1c2c34	3	-7	2.2	-5	105	-0.3	6	3	6	-4
COC(=O)C[C@@H]1C=C[C@H](NC(=O)Nc2cc(F)ccc2F)[C@@H](CO)O1	/	1	/	-6	/	0.2	/	/	-1	/
CN(C(=O)COC(=O)c1nc(Cl)ccc1Cl)c1ccccc1	-5	1	-1.8	-5	102	-0.2	5	-19	-15	2
CCS(=O)(=O)Nc1cccc(C2=NN(S(=O)(=O)c3ccc(C)cc3)C(c3ccco3)C2)c1 (configuration not stated)	18	-2	0.2	2	99	0.0	3	-7	0	-3
O=C(Nc1cccc([N+](=O)[O-])c1)C1C2CCCCC21 (configuration not stated)	15	3	-0.3	2	103	0.1	-2	0	-2	-1
O=C(c1nc2ccc(Cl)cn2c1CNCC[C@@H]1C[C@@H]2C=C[C@H]1C2)N1CCCCCCC1	4	3	-2.5	1	101	-0.4	-6	-1	28	0
CCN(CC)S(=O)(=O)c1ccc(Cl)c(C(=O)NNC(=O)c2csc(N3CCOCC3)n2)c1	7	9	-1.4	-6	92	0.3	-3	3	-1	2
Cc1c(C(=O)NC(=S)Nc2ccc(NC(=O)c3cccs3)cc2)cccc1[N+](=O)[O-]	4	8	-2.8	-7	102	1.1	4	-10	-1	-4
CC1=NN(c2nc3ccccc3[nH]2)C(=O)C1Cc1ccccc1 (configuration not stated)	-14	5	2.1	-13	97	0.0	20	/	5	-8
O=C1CC(c2ccccc2)CC2=C1C=Nc1ccccc1N2 (configuration not stated)	-11	3	0.8	2	95	-0.1	3	5	1	9
CN(CC(=O)Nc1cccc(F)c1)C(=O)c1ccccc1CCc1ccccc1	4	-8	3.1	2	103	0.0	12	3	-5	-1
Cc1ccc(-c2csc3nc(C(C)C)oc(=O)c23)c(C)c1	12	8	0.4	-3	101	0.0	0	1	5	-1
CC(NC(=S)N1CCOCC1)c1ccccc1 (configuration not stated)	-4	-6	-1.1	4	99	0.1	6	-6	-3	3
CCCCCCCNC(=O)C1(CC2CC(c3ccccc3)=NO2)CCN(C(=O)OC(C)(C)C)CC1 (configuration not stated)	-2	-13	-0.7	5	100	0.2	2	4	-3	-5
CCCCOP(=O)(c1ccc(N(C)C)cc1)C(O)c1ccc(OC)c(OC)c1 (configuration not stated)	-12	8	2.1	-1	98	-0.3	13	-10	-2	0
Cc1cccc(NC(=S)N(CCCN2CCOCC2)Cc2cn(C)c3ccccc23)c1	-12	23*	2.9	3	97	-0.4	-6	1	3	-3
CSc1nsc(SC)c1-c1ccc(Cl)cc1	-10	0	2.6	5	94	-0.1	-2	-7	-3	-2
COCCN(CC1CCCN(C2Cc3ccccc3C2)C1)C(=O)c1ccc(C(C)=O)cc1 (configuration not stated)	4	6	-0.5	-2	101	0.1	1	-2	-1	0
O=C(C1=NN[C@@H]2C(=O)N(c3ccccc3C(F)(F)F)C(=O)[C@H]12)c1cnccn1	8	-1	2.3	2	95	0.0	5	0	1	3
N/C(=N\OC(=O)CCCOc1ccccc1)c1ccccc1	-7	-3	-0.3	0	90	0.7	8	2	-4	0

For convenience, some entries already given.
SMILES	Vif inh	ABHD5 PLIN5 PPI	MC4R ag barr	NOD2 RIPK2 PPI	ABCB6 inh 2	aDG glyco act	MC4R antagonist	TLR9-MyD88 block	Exocytosis inh	N-glyco inh
Cc1cccc(NC(=S)N(CCCN2CCOCC2)Cc2cn(C)c3ccccc23)c1	-12	23*	2.9	3	97	-0.4	-6	1	3	-3
CSc1nsc(SC)c1-c1ccc(Cl)cc1	-10	0	2.6	5	94	-0.1	-2	-7	-3	-2

Returning to the listing, repeating the 2 entries before the break.
SMILES	Vif inh	ABHD5 PLIN5 PPI	MC4R ag barr	NOD2 RIPK2 PPI	ABCB6 inh 2	aDG glyco act	MC4R antagonist	TLR9-MyD88 block	Exocytosis inh	N-glyco inh
O=C(C1=NN[C@@H]2C(=O)N(c3ccccc3C(F)(F)F)C(=O)[C@H]12)c1cnccn1	8	-1	2.3	2	95	0.0	5	0	1	3
N/C(=N\OC(=O)CCCOc1ccccc1)c1ccccc1	-7	-3	-0.3	0	90	0.7	8	2	-4	0
CC(=O)N1CCC(=NNC(=O)CSc2cc(C)c(Br)cc2C)CC1	-1	1	0.5	-4	94	-0.4	11	-1	-4	-3
OC1(CNCc2ccccc2)C2CC3CC(C2)CC1C3 (configuration not stated)	-4	3	-2.1	1	99	0.2	1	-9	-3	-1
CC(Oc1ccc(Br)cc1)C(=O)Nc1cc(S(=O)(=O)N2CCOCC2)ccc1N1CCCC1 (configuration not stated)	-9	-3	-3.4	-7	93	0.3	0	9	-7	-1
Cc1[nH]c2ccccc2c1SCc1nnc(SCc2ccc(Cl)cc2)n1C	-20	-1	4.4	-6	93	0.2	10	-3	53	-10
CC(Oc1ccccc1)C(=O)Nc1ccc(C(N)=O)cc1 (configuration not stated)	4	5	-1.0	1	107	-0.2	9	-7	-2	1
CCCN(CC(=O)Nc1cc(Cl)ccc1Cl)C(=O)c1ccccn1	16	3	-4.1	-2	101	0.2	19	-8	6	-1
Nc1nccc(-c2cccs2)n1	7	-1	-0.4	2	99	-0.1	-7	0	0	0
COc1ccc(-n2nc3c(N4CCC(C(=O)NCc5cccc(C)c5)CC4)nnc(C)c3c2C)cc1	3	9	7.1	13	114	0.2	7	6	48	-15
CCCCC(=O)NC1(C(F)(F)F)NC(=O)N(Cc2ccccc2)C1=O (configuration not stated)	5	-3	-3.5	-6	99	0.7	8	7	6	-1
Cc1nc(C)n(C(Oc2ccc(Cl)cc2Cl)C(=O)C(C)(C)C)n1 (configuration not stated)	-1	-6	-0.6	-7	95	0.2	18	-1	-3	-1
CC1CCN(CCOCCOc2ccccc2Br)CC1	5	-3	0.3	-6	103	0.7	2	7	3	1
Cc1ccc(NC(=O)NCCN2CCCCC2)cc1C	3	8	0.5	5	100	0.0	9	-16	1	0
O=C(C1=C[C@@H](c2ccc(C(F)(F)F)cc2)C[C@@H](OCCCCO)O1)N1CCN(Cc2ccccc2)CC1	-6	10	0.8	10	92	0.7	1	9	-6	-7
O=C(Cc1nc(-c2cnccn2)no1)NNC(=O)Nc1ccccc1	-8	1	-0.8	-4	97	-0.3	7	-3	1	1
[O-]/C(=C(\C(=S)Nc1ccccc1F)[n+]1ccccc1)c1ccc(OC(F)F)cc1	1	-14	-0.8	2	97	0.0	1	-2	4	-2
Cc1c(C(=O)Nc2ccccc2)csc1-c1ccccc1	5	-3	-0.1	2	95	0.0	2	-57	-1	-11
CCN(c1ccccc1)S(=O)(=O)c1ccc(C(=O)NCc2ccco2)cc1	-19	4	-3.0	0	100	0.1	9	2	1	-4
COC(=O)[C@H](CC(C)C)NC(=O)NCCCc1ccccc1	-2	-5	-2.0	-12	100	-0.2	6	6	-3	-1
CCN(CC)C(=O)c1ccc(NS(=O)(=O)c2ccccc2)cc1	-3	-7	-1.8	-7	93	-0.2	-3	0	0	1
CC1CN(C(=O)c2cccc(S(=O)(=O)N3CCN(c4ccccc4)CC3)c2)CC(C)O1 (configuration not stated)	-7	1	-3.9	7	85	0.4	-6	13	-5	0
COc1cccc(C(=O)OCC(=O)NC(=O)NC2CCCC2)c1O	0	-6	-1.2	-9	94	-0.4	6	4	1	2
O=C(O)/C=C/C(=O)Nc1ccc(OC(F)F)cc1	12	-2	-0.9	3	102	0.5	1	-2	-2	1
COc1ccc(OC)c(Nc2ncnc3ccccc23)c1	-1	7	-1.2	-9	94	-0.1	17	9	-5	1
C(=C\c1ccccc1)/CN1CCN(C(c2ccnc3ccccc23)c2nnnn2C2CCCCC2)CC1 (configuration not stated)	/	2	/	-1	103	-0.5	/	/	-1	-4
COc1ccc(CCNC(=O)CC2SC(=NCc3ccccc3OC)NC2=O)cc1 (configuration not stated)	2	16	3.3	1	95	-0.1	8	-1	-4	-1
COc1ccccc1C(=O)NC(=O)COC(=O)c1cc[n+]([O-])cc1	-1	2	-0.4	3	89	0.0	3	-14	-2	2
Cc1[nH]n(C(N)=S)c(=O)c1C(c1ccccc1)C(C#N)C#N (configuration not stated)	0	-6	-1.7	-9	103	-0.4	11	2	0	-2
COc1ccccc1N1CCN(C(=O)C(Sc2ccccc2)c2ccccc2)CC1 (configuration not stated)	-2	3	-1.7	-9	97	0.1	0	-3	-3	-2
COc1ccc(C(=O)Nn2cnnc2)cc1OC	20	6	1.1	-7	100	0.1	-2	-8	9	0
O=C(Cn1cnc2c(cnn2-c2ccccc2)c1=O)c1ccc(Cl)cc1	10	0	0.3	-3	92	0.0	1	-1	4	1
CCNC(=O)Nc1ccc2c(c1)c(=O)n(C)n2Cc1ccc(Cl)cc1	1	0	-1.0	1	101	0.1	4	/	4	1
O=S1(=O)CCN(OCc2ccc(Cl)cc2)CC1	10	-5	-1.8	-12	94	0.3	10	-1	-4	2
CN(C)CC(C)(C)CNC(C(=O)Nc1ccc(Cl)cc1C(F)(F)F)c1ccccc1 (configuration not stated)	2	1	0.7	-4	95	0.3	-5	7	2	3
O=C(CSc1nnc(-c2ccccc2)o1)Nn1cnnc1	4	0	2.8	-4	100	0.0	-5	-1	3	3
Cc1ccc2[nH]c3c(c2c1)CN(C(=O)CN1CCN(Cc2ccc4c(c2)OCO4)CC1)CC3	-3	11	3.1	-8	103	1.2	16	2	3	-3
CC1(C)CC(=O)C2=C(C1)Nc1ccccc1NC2c1ccc(F)cc1 (configuration not stated)	-2	-7	-0.2	2	100	0.0	1	-6	5	2
